Bioassay records: PubChem BioAssay, National Center for Advancing Translational Sciences (NCATS)
TCR activator – activates T cell receptor signaling; 330,000 tested, under 10 active; primary human leukocytes, anti-CD3, IL-2 HTRF, 48 h; AID 504894; Potency, µM (highest dose often 9.22 µM), without a hit: at the highest dose activation of IL-2 secretion, usual class: activators; note: % of control where 0% means no effect
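Using a-CD3 beads without co-stimulation, primary human leukocytes were exposed to compounds for 48 hr. An HTRF IL-2 kit measured the cytokine, with europium-to-d2 energy transfer producing emission at 665nm upon 320nm excitation.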
A-T KAP1 phos – candidate therapy for ataxia-telangiectasia; […] A-T fibroblasts, KAP-1 phosphorylation AlphaLISA; neocarzinostatin DNA damage 30 min before lysis; Potency, µM (doses to about 57.5 µM), for inactives: at the top dose activation, actives largely listed as activators; 320,000 tested, 0.19% active; note: potency is the fitted concentration of half-maximal effect; % of control where 0% means no effect; nearly all actives have a fitted effect of over 45% in size
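ATM-like activity read as KAP-1 phosphorylation via AlphaLISA donor/acceptor antibody pairs after lysis and 6 hr at 25C. Cells were ATM-null patient fibroblasts ([…], hTERT), dosed 60 min, then exposed to the DSB inducer NCS for 30 min.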
Mito fusion yeast – blocks mitochondrial division or promotes mitochondrial fusion; 320,000 tested, 0.23% active; AID 485298; S. cerevisiae fusion-defective mutant growth rescue, CellTiterGlo 48 h; Potency, µM (titrated, usually from 46.1 µM), inactives show top-dose growth rescue (activation), actives largely listed as activators;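 note: potency is the fitted concentration of half-maximal effect; % of control where 0% means no effect; nearly all actives have a fitted effect of over 45% in size; temperature-sensitive fusion mutants such as fzo1-1 at 37 °C on non-fermentable ethanol glycerol medium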
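Growth-rescue viability read-out: after 48 h at the non-permissive 37C in glycerol/ethanol YPEG, yeast mitochondrial fusion mutants are measured by CellTiterGlo luminescence; compounds (23 nl pinned per well) restoring growth score as division inhibitors or fusion activators.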
KCNH2 3.1 block – KCNH2 3.1 (human) potassium channel inhibition. activity change, % (tested at about 1.8 µM). 340,000 tested, 0.95% active. AID 720553. U2OS KCNH2 3.1, thallium flux FluxOr; stronger effect = lower value;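 active = maximum activity change below -70%; inconclusive = maximum activity change from -70% to -50%; inactive = maximum activity change above -50%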;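 note: thallium influx rate constant from kinetic fluorescence after stimulation buffer; % is set by controls: 0 for no effect and ±100 for the full control effect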
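Kinetic fluorescence (2 min after stimulation buffer) measures Tl+ influx through KCNH2 3.1 expressed by viral transduction in U2OS cells; the rate constant is normalized against DMSO controls serving as positive and negative references.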
TRPV1 ag – human TRPV1 agonism. TRPV1-expressing cells, Fluo-8 calcium influx, agonist mode. 320,000 tested, 0.19% active. activation, % at 8.33 µM. Q8NER1; in the data active = activation above about 80%; inconclusive = between about 30% and that limit; note: 0% is about no effect
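Cells expressing TRPV1 were dye-loaded with Fluo-8 and read kinetically: 10 s baseline, 3 min after compound (agonist portion), then 2 min after EC20 capsaicin (allosteric enhancer portion). Calcium-bound dye fluorescence at 480/520 nm.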
ELG1 DNA repair – blocks ELG1-dependent DNA repair in HEK293T cells | 330,000 tested, 2.3% active | HEK293T ELG1-luciferase reporter, luminescence, 16 h; DNA damage induced by 5-fluorouridine | Potency, µM (series often up to 46.1 µM), inactives show at the top dose activity change, negative = inhibition, hits mostly inhibitors | AID 504467; note: potency is the fitted concentration of half-maximal effect; % is set by controls: 0 for no effect and ±100 for the full control effect; nearly all actives have a fitted effect of over 55% in size
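DMSO vehicle served as the neutral condition. Each well held 2,000 cells given 5-fluorouridine plus compound; after 16 hr at 37 °C/5% CO2, ONE-Glo was added and luciferase measured 30 min later.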
KCNH2 WT inh – KCNH2 (human, wildtype) channel inhibition. U2OS, BacMam KCNH2, thallium flux FluxOr; stronger effect = lower value. 340,000 tested, 0.37% active. activity change, % at 1.84 µM. Q12809. AID 720551;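 active = maximum activity change below -70%; inconclusive = maximum activity change between -70% and -50%; inactive = maximum activity change above -50%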; note: % is set by controls: 0 for no effect and ±100 for the full control effect
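U2OS cells transduced with wild-type KCNH2 virus are loaded with FluxOr dye for 45 min, and thallium flux is measured in kinetic reads before and after stimulation buffer. Rate constants are normalized to DMSO controls.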
USP2a block – blocks human ubiquitin-specific protease USP2a; O75604; AID 463254; Potency, µM (series often up to 38.3 µM), without a hit: top-dose activity change, negative = inhibition, actives largely listed as inhibitors; 330,000 tested, 0.01% active; USP2 core, Ub-CHOP2 coupled fluorogenic reporter, 485/531;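 note: potency is the fitted concentration of half-maximal effect; plate controls were DMSO wells for no effect and full inhibition by NEM control for full effect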
Target sequence (O75604 whole entry, looked up): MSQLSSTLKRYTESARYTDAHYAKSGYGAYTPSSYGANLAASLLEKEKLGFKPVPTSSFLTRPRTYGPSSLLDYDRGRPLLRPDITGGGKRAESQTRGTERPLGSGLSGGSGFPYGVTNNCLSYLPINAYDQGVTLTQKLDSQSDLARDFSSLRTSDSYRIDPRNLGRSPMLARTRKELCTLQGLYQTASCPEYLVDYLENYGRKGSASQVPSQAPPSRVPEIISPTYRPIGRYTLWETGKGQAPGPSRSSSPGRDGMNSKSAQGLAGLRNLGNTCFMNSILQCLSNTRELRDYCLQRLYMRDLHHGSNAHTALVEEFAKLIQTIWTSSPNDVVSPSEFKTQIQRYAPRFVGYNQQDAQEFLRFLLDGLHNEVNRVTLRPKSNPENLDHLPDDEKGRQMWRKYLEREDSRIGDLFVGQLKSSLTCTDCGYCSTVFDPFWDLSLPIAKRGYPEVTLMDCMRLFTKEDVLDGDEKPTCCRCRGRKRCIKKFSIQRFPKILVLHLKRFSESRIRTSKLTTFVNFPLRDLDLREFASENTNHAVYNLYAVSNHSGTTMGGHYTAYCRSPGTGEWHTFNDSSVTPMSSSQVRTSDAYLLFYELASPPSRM
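Cell-free coupled assay: 10nM USP2 core preincubated 30min RT with compound in Tris-HCl pH 8.0/CaCl2/CHAPS buffer, then 25nM Ub-CHOP2 and 25nM reporter substrate; fluorescence (Ex 485/Em 531) read after 60min RT, normalized to NEM inhibition, concentration-response curves fitted.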
Eya2 phos inh – inhibitors of human Eya2 phosphatase activity; O00167; recombinant Eya2, OMFP fluorescence dephosphorylation (OMFP is methylfluorescein phosphate); Potency, µM (top dose mostly 76.9 µM), for the others: at the top dose activity, negative = inhibition, usual class: inhibitors; 330,000 tested, 0.006% active; AID 488837; note: potency is the fitted concentration of half-maximal effect; % is set by controls: 0 for no effect and ±100 for the full control effect
Target sequence (O00167 whole entry, looked up): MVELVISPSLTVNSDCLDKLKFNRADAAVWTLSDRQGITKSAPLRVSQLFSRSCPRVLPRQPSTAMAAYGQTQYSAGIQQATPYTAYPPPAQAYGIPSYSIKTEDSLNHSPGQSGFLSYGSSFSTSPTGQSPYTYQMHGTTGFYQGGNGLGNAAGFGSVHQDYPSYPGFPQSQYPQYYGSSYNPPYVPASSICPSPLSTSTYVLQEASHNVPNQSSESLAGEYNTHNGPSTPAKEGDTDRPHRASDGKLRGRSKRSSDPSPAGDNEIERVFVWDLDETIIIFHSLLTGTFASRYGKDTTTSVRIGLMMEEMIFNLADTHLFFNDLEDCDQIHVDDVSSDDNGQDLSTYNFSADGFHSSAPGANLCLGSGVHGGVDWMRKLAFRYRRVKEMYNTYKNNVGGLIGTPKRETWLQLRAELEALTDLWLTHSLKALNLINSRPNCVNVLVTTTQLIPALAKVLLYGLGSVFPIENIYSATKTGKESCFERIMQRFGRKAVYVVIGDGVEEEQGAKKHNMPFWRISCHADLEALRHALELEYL
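Eya2 (0.2 uM) preincubated 10 min at ambient with compound, then OMFP substrate added at 50 uM; 10 min reaction in 50 mM HEPES pH 7.5, 50 mM NaCl, 5 uM MgCl2, 0.05% BSA, 1 mM DTT. Fluorescence read at Ex 485/Em 525 nm.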
TSHR antag – blocks TSH signaling through the human TSH receptor; P16473; TSHR-expressing cells, TSH-stimulated cAMP HTRF, 2 h; stronger effect = lower value; activity change, negative = inhibition, % at 11.5 µM; 330,000 tested, 0.2% active;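 active = activity change below a set negative limit, meaning inhibition stronger than a set level, cut at about -70% in these data; inconclusive = activity change between two set negative limits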; note: % is set by controls: 0 for no effect and ±100 for the full control effect
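Antagonism was scored as loss of TSH-driven cAMP in TSHR cells, stimulated with 4nM TSH (EC80) for 2 hours at 37 deg C and detected by homogeneous HTRF competition immunoassay.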
The depositor's hits bear a star; i = inactive; ? = inconclusive; . = not tested or not shown; [ ] = another dose, or the depositor's remark. Unless noted, calls come from the whole dose curve; as a rule, active = well fitted curve in the direction sought with a large enough effect; inconclusive = small, poorly fitted or top-dose-only effect, or another doubt; inactive = no such curve, though single readings can be large; an effect the other way counts as inactive or inconclusive.

SMILES	TCR activator	A-T KAP1 phos	Mito fusion yeast	KCNH2 3.1 block	TRPV1 ag	ELG1 DNA repair	KCNH2 WT inh	USP2a block	Eya2 phos inh	TSHR antag
COc1cccc(NC(=O)NNC(=O)C(C)Oc2ccc3ccccc3c2)c1 (centres undefined)	1%	0%	1%	13	4	4%	-2	0%	-9%	1
CCCCOc1ccc(CNC(=O)NS(=O)(=O)c2ccc(OCC(C)C)cc2)cc1	6%	.	-2%	4	-1	-1%	-2	6%	27%	-1
NC(=O)C1CCN(C(=O)CSc2nc3ccccc3o2)CC1	0%	3%	-1%	-1	12	16%	-4	1%	0%	1
CCOc1ccc2ncc(S(=O)(=O)c3ccccc3)c(N3CCC4(CC3)OCCO4)c2c1	1%[46.1 µM]	0%	5%	.	11	?	.	0%	-3%	-9
CC(C)(C)n1nc2c(c1NC(=O)Cc1cccc3ccccc13)CS(=O)(=O)C2	-4%	2%	4%	-5	2	7%	-6	11%	-4%	-6
CCOC(=O)C1=NN(c2ccc(Cl)cc2)C(c2ccccc2)CC1=O (centres undefined)	-2%[46.1 µM]	-2%	24%	11	20	?	-10	0%	-2%	4
Cc1ccc(Nc2nc(-c3sc(NC(=O)c4ccccc4)nc3C)cs2)cc1	2%	-2%	10%	11	3	-1%	-30	0%	-10%	-8
Cn1cccc1Cc1nnc(SCC(=O)NCCc2ccccc2)n1C	-1%	-2%	?	.	-1	15%	3	7%	-4%	0
COCCNC(=O)C(NC(=O)C1CCCCC1)C(C)C (centres undefined)	1%	1%	12%	-7	-2	12%	1	-7%	1%	7
Cc1nn(C(C)C(=O)N2CCCC2)c(=O)c2nn(-c3ccccc3)c(C)c12 (centres undefined)	4%	1%	0%	-11	0	?	-26	1%	8%	23
CC(C)(C)CC(C)(C)NC(=O)CSCC(=O)Nc1ccc2ccccc2c1	1%[46.1 µM]	0%	-1%	-4	-1	10%	12	-9%	-14%	10
CCN1C(=O)/C(=C\C(=O)c2cccs2)c2cc(Br)ccc21	-3%	0%	-6%	3	3	-8%	9	3%	8%	-5
CC(C)NC(=O)C(=O)NCCc1ccc(Cl)cc1	3%	-2%	0%	-48	3	7%	6	4%	-2%	-1
COc1ccc(CC(=O)N/N=C(/C)c2ccco2)cc1	4%	2%	3%	-1	-3	3%	i	-1%	6%	-4
CCS(=O)(=O)N1CCN(C(=O)c2cccnc2)CC1	-5%	-1%	-2%	-3	-1	-3%	4	3%	4%	-1
CCN1CCN(CCCNC(=O)c2cc3c(=O)oc4ccc(C)cc4c3s2)CC1	-6%	-33%	1%	2	-1	?	0	3%	4%	-2
O=C(CSc1nnc(NC(=O)c2ccccc2)s1)NCc1ccco1	0%	-1%	5%	7	-2	?	0	1%	2%	41
O=C(O)c1ccc(N2N=C(c3ccccc3)CC2c2ccccc2)cc1 (centres undefined)	.	30%	-3%	-5	2	?	-10	-6%	-7%	31
COc1ccc(C(=O)NC(=S)N2CCCCC2c2cccnc2)cc1OC (centres undefined)	6%	2%	-9%	1	-1	-16%	14	-1%	1%	6
COc1ccc(C(=O)Nc2cccc(/C=C/c3nc4ccccc4c(=O)[nH]3)c2)cc1	-4%	20µM*	-4%	-24	0	?	9	-9%	-15%	-7
N#CC(c1ccccc1)C1CCN(Cc2ccccc2)CC1 (centres undefined)	2%[46.1 µM]	-1%	0%	-23	4	-5%	-10	-1%	-4%	10
CN1C(=S)SC(C)(C)C1(C)NO (centres undefined)	2%	-7%	-3%	-8	1	-5%	-1	1%	-8%	8
COc1ccc(NC(=O)COC(=O)CCCOc2ccc(Cl)cc2Cl)cc1	2%[46.1 µM]	-2%	-4%	5	1	15%	27	1%	10%	-15
COc1ccc2c(c1[N+](=O)[O-])CCC/C2=N/OC(=O)c1cccc2ccccc12	-1%	-4%	-1%	-18	11	-3%	-4	1%	19%	17
CC(=O)N(C)c1ccc(N=NC2C(=O)N(C(N)=S)N=C2C)cc1 (centres undefined)	-5%	-3%	21%	14	0	?	-14	-1%	19%	-46
Cc1c(Cl)c([N+](=O)[O-])nn1CC(=O)N1CCN(C23CC4CC(CC(C4)C2)C3)CC1	1%	.	1%	-6	-1	.	8	4%	18%	5
Cc1ccc(SC(C)C(=O)NC(N)=O)c(C)c1 (centres undefined)	-10%	-25%	7%	2	-1	-13%	30	7%	-7%	0
Cc1cccc(C)c1NC(=O)C1CCCN1C(=O)NCc1ccccc1 (centres undefined)	-8%	-1%	3%	7	1	0%	2	3%	-6%	-1
CCOC(=O)N1CCN(C2CC(=O)N(c3ccc(Cl)c(Cl)c3)C2=O)CC1 (centres undefined)	1%[46.1 µM]	1%	-2%	4	-3	-4%	-1	-1%	9%	1
COc1ccc(CN(C)C(=O)Cn2cnc3c(NCc4ccccc4)ncnc32)cc1OC	0%[46.1 µM]	-8%	.	11	.	?	-12	-1%	6%	26

Brought forward from above: 2 entries, followed by the next part.
SMILES	TCR activator	A-T KAP1 phos	Mito fusion yeast	KCNH2 3.1 block	TRPV1 ag	ELG1 DNA repair	KCNH2 WT inh	USP2a block	Eya2 phos inh	TSHR antag
CCOC(=O)N1CCN(C2CC(=O)N(c3ccc(Cl)c(Cl)c3)C2=O)CC1 (centres undefined)	1%[46.1 µM]	1%	-2%	4	-3	-4%	-1	-1%	9%	1
COc1ccc(CN(C)C(=O)Cn2cnc3c(NCc4ccccc4)ncnc32)cc1OC	0%[46.1 µM]	-8%	.	11	.	?	-12	-1%	6%	26
COc1ccccc1-n1cnc2cc(NS(=O)(=O)c3ccc(Br)cc3)ccc21	3%	10%	4%	-1	-3	?	2	-15%	5%	?
COc1ccc(OCCOC(=O)CCS(=O)(=O)c2ccc(C)cc2)cc1	-2%	0%	5%	4	2	12%	4	-2%	0%	7
CN(C)CCN(Cc1ccccc1)S(=O)(=O)c1ccc2c(c1)n(C)c(=O)c(=O)n2C	7%	25%	7%	-10	.	7%	-5	-1%	0%	-29
CC(=O)c1ccc(C(=O)N2CCc3c([nH]c4ccccc34)C2c2ccccn2)s1 (centres undefined)	6%	6%[11.5 µM]	-16%	-7	15	-14%	4	0%	-2%	-23
Cc1cc(C)c(S(=O)(=O)NCC2CCC(C(=O)NCc3ccc4c(c3)OCO4)CC2)c(C)c1 (centres undefined)	.	-1%	-2%	-10	-1	?	-4	-1%	-3%	-6
Cc1cc(=O)oc(C)c1C(=O)Nc1cccc2nonc12	2%	0%	1%	0	-1	2%	4	4%	-14%	-5
O=C(CC1C[C@H](C(=O)N2CCOCC2)[C@@]2(CCC3CCCC3)c3[nH]c4ccccc4c3CCN2C1=O)NCc1ccco1 (some centres undefined)	3%	7%	.	0	.	19%	-4	-5%	2%	3
CCOC(=O)/C(C#N)=C\c1cc(OC)c(OC)cc1[N+](=O)[O-]	0%	-8%[11.5 µM]	8%	16	1	1%	-7	-1%	3%	2
O=C(CC1CCCCC1)NCC1CCCO1 (centres undefined)	-3%	.	-6%	1	3	.	-9	.	.	.
CCOCCN(C=O)c1cccc(OC)c1	-12%	9%	-2%	12	-2	6%	2	0%	9%	9
CC(C)(C)C(=O)c1cnc(Nc2ccccc2)s1	-2%	.	28%	3	30	.	4	.	.	.
Cc1ccc(S(=O)(=O)NNC(=O)C(O)(c2ccccc2)c2ccccc2)cc1	?	-13%	13%	-8	-16	-3%	-5	-1%	-6%	35
C=CCc1cccc2cc(C(=O)NNC(=O)CC#N)c(=O)oc12	13%	47%	1%	15	2	12%	0	0%	-11%	1
CCCC[C@]12Cc3cc(C#N)ccc3C(O1)c1c(c3ccccc3oc1=O)O2	.	-7%[11.5 µM]	0%[9.22 µM]	.	i	.	.	2%[7.66 µM]	9%[15.4 µM]	.
CCc1ccc(NC(=O)CN2CCC(C(=O)c3ccc(OC)cc3)CC2)cc1	-7%	-6%	-9%	-76*	6	?	1	-5%	-28%	1
CCCCC(CCCC)=N/N=C/c1c(O)n(CC)c2cc(C3=NNC(=O)CC3)ccc12	-7%[46.1 µM]	.	-1%	6	2	14%	-6	1%	0%	-14
CNS(=O)(=O)c1cc(NC(=O)c2cnc(SC)n2-c2ccccc2)ccc1C	4%	3%	-3%	0	-1	10%	-8	-1%	7%	4
O=C(CCN1C(=O)c2ccccc2S1(=O)=O)N1CCN(c2ccccc2)CC1	-1%	0%	-3%	11	4	8%	-1	2%	15%	-5
CC1(c2ccc(OC(F)F)cc2)NC(=O)N(CC(=O)Nc2ccc(Cl)cc2F)C1=O (centres undefined)	-2%	1%	-6%	2	20	14%	28	1%	-3%	14
C=CCn1c(Cc2ccc(OC(C)C)c(Cl)c2)nnc1SCC(N)=O	-3%	10%	2%	?	-1	9%	2	1%	-15%	-4
Cc1ccccc1CC(=O)Nc1ccc2c(c1)CCC2	4%	4%	-1%	2	17	?	-12	-2%	-29%	-4
COC(=O)C(CC(C)C)Oc1ccc2c(C)cc(=O)oc2c1 (centres undefined)	1%	.	?	16	-4	-23%	3	-2%	-24%	10

A portion of the library; count on the stated rates, not on these rows.
